From PubChem
OPRM1-OPRD1 ag: OPRM1-OPRD1 heterodimerization agonism. cells, luminescence. activation, % at 9.3 µM. 340,000 compounds, 0.3% hits; in the data active = activation above about 18%;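 note: 0% = vehicle-treated cells and 100% = reference agonist; values of inactives mirror those of a sister screen read the other way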
HTR5A inv ag: HTR5A inverse agonism, opioid heterodimer counter-screen | AID 504634 | inhibition, % at 9.3 µM | HTR5A cell line, luminescence | 340,000 compounds, 0.083% hits | P47898; in the data active = inhibition mostly above about 23%, no sharp cut-off; inactive = mostly below about 18%;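 note: 0% = cells with DMSO and 100% = no-cell wells with DMSO; some compounds called inactive have numbers as strong as hits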
HTR5A ag ctr: counter-screen for OPRM1-OPRD1 agonists: human HTR5A agonism; HTR5A agonist assay, luminescence, cell-based; 340,000 compounds, 0.61% hits; P47898; activation, % at 9.3 µM; in the data active = activation mostly above about 9.5%, no sharp cut-off; inactive = mostly below about 7.6%;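 note: 0% = cells with vehicle only and 100% = reference agonist; strong numbers were not always called active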
PKA-R1A activ: PKA-R1A complex activation. P00514+P68181. PKA-R1A dissociation, Cy5-IP20 fluorescence polarization; scaled: DMSO 0%, 113 µM cGMP 100%. activation, % at 11.4 µM. 340,000 compounds, 0.083% hits. AID 504707;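 active = percent activation above the mean of all tested compounds plus 3 SD, cut at about 19% in these data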;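 note: higher means more PKAc released from R1A so a rise in polarization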
MOR-DOR inv ag: inverse agonists of human mu-delta opioid receptor heterodimerization; P35372+P41143; cell-based MOR-DOR heterodimer luminescence, inverse agonism; inhibition, % at 9.3 µM; 340,000 compounds, 0.21% hits; AID 504357; in the data active = inhibition above about 22%, passing the limit was not always enough;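 note: 0% = cells with DMSO and 100% = wells without cells with DMSO; values of inactives mirror those of a sister screen read the other way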
PKA-R2B activ: activators of human PKA-R2B complex. PKA-R2B holoenzyme dissociation, Cy5-IP20 fluorescence polarization; R2B truncated from residue 108, S112A mutant; 0% DMSO only, 100% 113 µM cGMP. activation, % at 11.4 µM. 340,000 compounds, 0.079% hits. AID 504700;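 active = activation above a cutoff set at the mean over all compounds plus 3 SD, cut at about 18% in these data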;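 note: higher means more holoenzyme dissociation and a rise in polarization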
V-ATPase pH: regulators of yeast V-ATPase proton transport | S. cerevisiae, pHLuorin cytosolic pH fluorescence | response, % at 10 µM | 350,000 compounds, 0.37% hits | AID 504577; in the data active = response mostly above about 7.3%, no sharp cut-off; inactive = mostly below about 5.4%; note: actives read high; inactives centre near 0; some compounds called inactive have numbers as strong as hits; reference of the scale not given here
DSG3 Ab inh: human desmoglein-3 autoantibody binding inhibition; DSG3-coupled beads, scFv-anti-DSG3-GFP binding, flow cytometry; stronger effect = lower value; binding (percent of control), % at 10 µM; 310,000 compounds, 0.48% hits; AID 588358;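 active = binding more than 3 SD below its plate's average and above zero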;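 note: hits lower antibody fragment binding to DSG3; some compounds called inactive have numbers as strong as hits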
Target sequence (P32926 whole entry, looked up, the tested form may be a part): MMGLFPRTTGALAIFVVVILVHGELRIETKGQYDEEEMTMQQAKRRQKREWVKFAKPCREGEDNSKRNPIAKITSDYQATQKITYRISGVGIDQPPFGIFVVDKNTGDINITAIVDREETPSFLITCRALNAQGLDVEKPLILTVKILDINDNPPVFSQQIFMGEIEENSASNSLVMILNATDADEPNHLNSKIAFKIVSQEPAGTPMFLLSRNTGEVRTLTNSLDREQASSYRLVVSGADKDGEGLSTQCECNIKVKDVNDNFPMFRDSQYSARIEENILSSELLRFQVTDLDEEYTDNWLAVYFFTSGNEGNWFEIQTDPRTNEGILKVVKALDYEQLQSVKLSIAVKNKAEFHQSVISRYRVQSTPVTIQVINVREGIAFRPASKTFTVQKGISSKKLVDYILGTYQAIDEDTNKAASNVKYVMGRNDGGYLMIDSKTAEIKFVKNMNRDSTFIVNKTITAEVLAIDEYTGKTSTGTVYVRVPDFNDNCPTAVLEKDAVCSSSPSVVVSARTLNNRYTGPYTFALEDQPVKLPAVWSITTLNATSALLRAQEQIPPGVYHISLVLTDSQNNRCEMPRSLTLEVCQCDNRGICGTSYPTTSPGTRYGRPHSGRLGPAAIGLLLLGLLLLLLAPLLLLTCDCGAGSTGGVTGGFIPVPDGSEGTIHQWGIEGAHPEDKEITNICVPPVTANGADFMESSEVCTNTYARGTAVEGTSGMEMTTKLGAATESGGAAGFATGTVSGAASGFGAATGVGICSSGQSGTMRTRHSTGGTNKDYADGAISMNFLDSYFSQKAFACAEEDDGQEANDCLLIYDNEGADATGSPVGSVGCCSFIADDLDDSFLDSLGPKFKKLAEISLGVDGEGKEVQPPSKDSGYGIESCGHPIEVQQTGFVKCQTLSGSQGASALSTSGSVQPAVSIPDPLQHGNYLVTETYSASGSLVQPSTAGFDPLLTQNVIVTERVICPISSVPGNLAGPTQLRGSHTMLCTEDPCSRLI
Arrestin-AP2 inh: blocks beta-arrestin peptide binding to AP2 adaptin; FITC-arrestin peptide / GST-AP2 beads, flow cytometry; AP2 beta2 appendage carries R879A mutation; inhibition, % at 10 µM; 340,000 compounds, 0.31% hits;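 active = inhibition above a set limit, near 3 SD of compounds lacking own fluorescence, cut at about 54% in these data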;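 note: plate controls were DMSO wells for no effect and 5 µM unlabelled arrestin peptide for full effect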
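system = GST-tagged AP2 beta2-adaptin appendage (R879A) on 4 µm glutathione beads | reagent = FITC-labelled arrestin peptide probe, 50 nM final | schedule = compound with beads 12 min RT, then probe 1 h RT | signal = HyperCyt-sampled flow cytometry, FL1 channel, ex 488/em 535 nm | read-out = percent response from loss of bead-bound FITC fluorescence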
DAGLB inh: diacylglycerol lipase beta (human) inhibition; HEK293T DAGLB membrane lysate, EnzChek fluorogenic substrate; inhibition, % at 5.17 µM; 340,000 compounds, 0.059% hits; in the data active = inhibition above about 34%;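 note: 0% = enzyme with vehicle and 100% = wells lacking enzyme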
Starred values were filed as active, the others as inactive; x = not tested or not shown.

Fields: OPRM1-OPRD1 ag, HTR5A inv ag, HTR5A ag ctr, PKA-R1A activ, MOR-DOR inv ag, PKA-R2B activ, V-ATPase pH, DSG3 Ab inh, Arrestin-AP2 inh, DAGLB inh
1: O=C(Nc1ccc(Cl)cc1)c1ccc(CN2CCc3ccccc3C2)cc1
  -1.0, -15, 6, 9, 5, 6, 0, 108, -3, -1
2: C=CCN(CC=C)C(=O)COn1nnc2ccc(S(=O)(=O)N3CCOCC3)cc21
  -3.9, 20, -8, -12, 21, -3, 0, 113, 9, -3
3: CO[C@H]1CC[C@@]2(C)[C@@H](CC[C@@H]3[C@@H]2CC[C@@]2(C)[C@H]3C[C@H](C(=O)O)O[C@]23CCCO3)C1
  -3.9, 6, -2, -12, 19, 6, -2, 93, 35, -2
4: CCN1CCN(S(=O)(=O)c2ccc(Cl)c(C(=O)N(CCc3ccccc3)Cc3ccccc3)c2)CC1
  20*, 13, -4, -9, -103, -8, -2, 101, -2, -3
5: Cc1ccc(S(=O)(=O)N(C)C)cc1NC(=O)C1CCC1
  -1.4, 4, 3, -1, 7, -6, -4, 110, 11, 2
6: COCCN1C=C2C(=O)C(C)(OC(=O)C3CCCC3)C(=O)C=C2C=C1c1ccsc1 (configuration not stated)
  6.8, -6, 2, -16, -39, -9, 0, 102, 8, 0
7: Cc1ccccc1C(=O)Nc1ccc2c(c1)CCCN2C(=O)c1cccs1
  1.4, -12, -1, -9, -7, 6, 0, 109, -1, 0
8: COCC(=O)N1CCC(Oc2ccc(C(=O)NCc3cnc(C)cn3)cc2)CC1
  -3.4, 1, 0, -2, 16, 3, -3, 98, -9, -2
9: Cc1cccc(-c2nc(CNC(=O)c3ccco3)cs2)c1
  -1.3, -12, 5, 10, 6, 9, -2, 104, 10, -3
10: CSc1nnc(-c2sccc2-n2cccc2)o1
  -0.7, 7, -2, -15, 4, 3, -2, 101, -3, -4
11: CCN1CCN(c2nc(N)c([N+](=O)[O-])c(Nc3ccc(C)cc3)n2)CC1
  -0.3, 0, 2, -12, 2, -1, 2, 80, -4, -3
12: O=C(CN1C(=O)/C(=C/c2ccccc2)SC1=S)NC1C=CS(=O)(=O)C1 (configuration not stated)
  -1.3, -16, 12*, 2, 7, -7, 2, 94, -10, -4
13: COc1cc(-c2noc(C)n2)cc(OC)c1OC
  -4.0, 1, 3, -4, 20, 10, 2, 98, 3, 0
14: CC(Sc1nc(N)cc(=O)[nH]1)C(=O)Nc1nc2c(s1)CCCC2 (configuration not stated)
  -2.0, 5, 5, -2, 13, -4, 7, 93, 1, 2
15: CCOC(=O)[C@@H]1[C@H]2COc3ccc(Br)cc3[C@@H]2N2C(=O)N(c3cccc(Cl)c3)C(=O)[C@@]12C
  -2.0, -11, 2, -3, 12, -4, 3, 95, -5, -4

3 entries from above, ordered by the number in DSG3 Ab inh, falling.
nr | molecule | DSG3 Ab inh
9 | Cc1cccc(-c2nc(CNC(=O)c3ccco3)cs2)c1 | 104
10 | CSc1nnc(-c2sccc2-n2cccc2)o1 | 101
14 | CC(Sc1nc(N)cc(=O)[nH]1)C(=O)Nc1nc2c(s1)CCCC2 (configuration not stated) | 93

(list continues)
Fields: OPRM1-OPRD1 ag, HTR5A inv ag, HTR5A ag ctr, PKA-R1A activ, MOR-DOR inv ag, PKA-R2B activ, V-ATPase pH, DSG3 Ab inh, Arrestin-AP2 inh, DAGLB inh
16: COc1ccc(CNC(=O)CSc2ncn[nH]2)cc1OC
  0.5, -4, 1, -2, -3, -2, 2, 104, -1, -3
17: CCNC(=O)N(CC)C[C@H]1N[C@@](Cc2ccccc2)(C(=O)OC)[C@H]2C(=O)N(Cc3ccccc3)C(=O)[C@@H]12
  0.5, -10, 3, 1, -2, 7, 5, 97, 12, 1
18: COc1ccc(N(CC(=O)NC2CCCCCC2)S(=O)(=O)c2ccccc2)cc1Cl
  -2.0, 9, 5, -1, 11, -8, 2, 107, -3, 1
19: CCOc1ccc(S(=O)(=O)N2CCC(C(=O)OCc3ccc(OC)cc3)CC2)cc1
  -0.2, 22, -9, 4, 1, 11, 3, 101, 24, -7
20: CCCCCC(=O)Nc1cccc(S(=O)(=O)NC2=NCCCCC2)c1
  -3.0, 0, 0, -3, 13, -18, 4, 100, -2, -1
21: O=C1CN(S(=O)(=O)c2ccccc2)c2ccccc2N1
  1.4, -4, -3, 2, -7, -2, -1, 104, 22, 1
22: CC(C)(C)OC(=O)C[C@@H]1C/C=C\C[C@@H](CC(=O)N[C@H](CO)Cc2ccccc2)C(=O)N2CCC[C@H]2COC1=O
  -1.1, -21, -2, 1, 6, 6, 2, 97, -5, 0
23: Cc1[nH]nc(SCC(=O)NCc2ccccc2)c1[N+](=O)[O-]
  -2.0, -3, 2, -6, 10, -20, -1, 103, 2, 1
24: Cc1ccccc1NC(=S)NC(C)C(c1cccs1)N1CCOCC1 (configuration not stated)
  -2.0, 25, 3, -2, 11, -2, 2, 114, -1, -3
25: CN1CCN(c2ccc(NC(=O)COc3ccc4ccccc4c3)cc2)CC1
  6.8, 1, -1, 1, -38, -1, -5, 95, 8, 0
26: Cc1cc(C(F)F)n2nc(C(=O)Nc3ccccc3F)nc2n1
  -3.4, 8, -3, -7, 14, -1, 1, 102, 15, -4
27: COc1ccccc1C(C)NCC(=O)NCC(=O)Nc1ccc(F)c(F)c1F (configuration not stated)
  -3.1, 9, -5, -3, 15, -6, 2, 96, 2, -2
28: COC(=O)C1=C(C)N(C)C(=O)/C1=C\c1ccco1
  -1.0, 13, 5, -1, 5, -9, 2, 112, 6, 0
29: Cc1ccc(S(=O)(=O)N2CCCCC2)cc1NC(=O)CSc1nncn1-c1ccccc1
  3.6, 3, -1, 9, -26, -1, 3, 89, 5, -1
30: Cc1nn(Cc2ccc(F)cc2)c(C)c1NC(=O)C1c2ccccc2Oc2ccccc21
  1.5, 3, -2, -6, -9, 3, 2, 104, -3, -2
31: COc1cccc(C2CC(c3cccs3)=NN2C(=O)CSc2nc3ccccc3s2)c1OC (configuration not stated)
  -2.7, -2, 5, -8, 14, -8, -2, 106, -5, -8
32: CCc1ccc(Nc2nnc(SCC(=O)c3c(N)n(C4CC4)c(=O)[nH]c3=O)s2)cc1
  3.1, -12, 5, -8, -12, -2, -1, x, -3, 6
33: CCN(CC)S(=O)(=O)c1cccc(C(=O)OCC(=O)c2ccc3c(c2)NC(=O)CO3)c1
  1.9, -2, 1, -7, -12, -2, -2, 82, 0, 2
34: CCOC(=O)c1cnc2ccc(C(=O)OC)cc2c1Nc1ccc(C(=O)O)cc1
  -0.7, -10, 4, -4, 4, -10, 0, 103, 26, 2
35: O=C(Nc1nncs1)C(Sc1ccccc1)c1ccccc1 (configuration not stated)
  -1.1, 10, 1, -7, 7, -9, -3, 99, -3, 4
36: COCCNCc1ccccc1[N+](=O)[O-]
  0.6, -9, 3, -1, -4, -3, -1, 100, 9, -1
37: COCCOc1cc(NC(=O)CS(=O)CC(=O)N(C)C)c(Cl)cc1Cl (configuration not stated)
  -0.8, -9, -1, -4, 4, 8, -3, 99, 5, -1
38: CCc1nc(NCCN)c(C#N)c2c1CSC(C)(C)C2
  0.3, -7, 3, -2, -1, -7, -1, x, 1, 2
39: C[C@@H]1COC(=O)[C@@H](CC(=O)OC(C)(C)C)C/C=C\C[C@@H](CC(=O)N[C@@H](CO)Cc2ccccc2)C(=O)N1
  -2.0, 6, 4, 5, 9, -5, 0, 103, -6, 1
40: CC(C)=CCN1CCNC(=O)C1CC(=O)NCc1nc(C)c(C)s1 (configuration not stated)
  -4.0, 10, -4, 4, 20, -3, -1, 99, 3, -3
41: CCCc1cc(=O)oc2cc(C)cc(OCC(=O)NCc3cccnc3)c12
  -3.0, 11, -1, 4, 16, -1, -2, 98, -14, 3
42: O=C(c1ccccc1Br)N1CCC(c2nc3ccccc3s2)CC1
  -1.9, 13, 2, -4, 10, -5, -2, 91, 23, -4
43: CCCCn1nnnc1SCC(=O)Nc1ccc(F)cc1
  -1.0, -3, -1, -9, 6, -8, 5, 95, 4, -1
44: Cc1ccc(C)c(COC(=O)c2cc([N+](=O)[O-])ccc2N2CCOCC2)c1
  2.8, 17, -7, -2, -15, -5, 4, 101, 34, -5
45: CCS(=O)(=O)C1=NSC2=NC(=O)/C(=C\c3ccc(OS(=O)(=O)c4ccccc4)cc3)C(=N)N21
  -3.2, -10, 3, -4, 17, 1, 0, 101, -5, 5
46: O=C1CCC2(C(=O)O)Sc3ccccc3N12 (configuration not stated)
  -1.0, -19, -1, -5, 5, 7, -4, 96, 1, -1
47: C[N+](C)(CC#N)C/C=C\c1ccccc1
  -1.2, 6, -2, 15, 7, 0, -1, 96, -11, -1
48: Cc1nc(SCC(=O)NC(=O)NCCC(C)C)c2c(-c3cccs3)csc2n1
  0.8, 10, -3, 4, -4, -5, -2, x, 26, -1
49: CC(=O)c1cccc(NC(=O)C(C)OC(=O)c2ccc(Br)o2)c1 (configuration not stated)
  0.2, 6, -2, -2, -1, -1, -2, 107, -2, -1
50: COC(=O)C1CCN(C(=O)N2CCOCC2)CC1
  1.1, 3, 0, -7, -6, -10, 2, 106, 7, 0
51: O=C(COc1ccccc1)Nc1c(C(=O)N2CCC(N3CCCCC3)CC2)oc2ccccc12
  -2.0, -2, 0, 2, 11, -21, 1, 103, 14, 1
52: CS(=O)(=O)c1ccc2nc(NC(=O)Nc3ccccc3F)sc2c1
  0.9, -4, 1, 1, -5, 9, 6, 88*, 6, 0
53: O=C(Cn1ccc([N+](=O)[O-])n1)N1CCCCCC1
  -2.8, -15, 7, 0, 14, 7, -1, 86, 3, -2
54: O=C(CSc1nnnn1-c1cccnc1)NCc1cccs1
  -0.9, -43, 1, 8, 6, -4, 1, 98, 6, 3
55: CNC(=O)c1sc(=S)n(-c2ccc(OC)cc2)c1N
  -0.9, -1, 0, 1, 5, 8, -3, 103, 14, 1
56: Cc1ccc(CNC(C)(C)CO)cc1
  -0.1, 11, -3, 2, 1, -1, -3, 101, 5, 2
